High-throughput results (PubChem BioAssay)
ATXN viability: viability counter-screen for ATXN expression inhibitors | Potency, µM (titrated, usually from 56.7 µM), actives largely listed as cytotoxic | AID 651635 | S2 cells (HEK-293 line with an ATXN2-luciferase reporter) viability, CellTiter-Fluor protease fluorescence, 24 h | 400,000 compounds, 0.49% hits; further: potency means the concentration at half of the fitted maximal effect; nearly all actives have a fitted effect of over 40% in size
MCF10A rerep: induces DNA re-replication in MCF 10a normal breast cells. Potency, µM (titrated, usually from 46.1 µM), for the others: at the top dose activity, positive = re-replication, usual class: activators. MCF 10A DNA re-replication, Hoechst nuclear intensity, 48 h. AID 624296. 350,000 compounds, 2.9% hits; further: potency means the concentration at half of the fitted maximal effect; % of control where 0% means no effect; nearly all actives have a fitted effect of over 50% in size
ATXN2 expr inh: inhibitors of ATXN2 expression | Potency, µM (titrated, usually from 57 µM), for inactives: at the highest dose activity change, negative = inhibition, usual class: inhibitors | 360,000 compounds, 0.72% hits | HEK-293 ATXN2-luciferase reporter, luminescence, 24 h; further: potency means the concentration at half of the fitted maximal effect; on the % scale 0 is the no-effect control and ±100 the full control effect; nearly all actives have a fitted effect of over 55% in size
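ATXN2-luciferase reporter cells (luciferase flanked by upstream and downstream ATXN2 gene portions) were treated 24 h at 37 °C with compounds at up to 57 uM. SteadyGlo luminescence gave expression; GF-AFC fluorescence gave viability.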
HepG2 tox: kills HepG2 cells in TGF-b inhibitor counter-screen | HepG2 CAGA-GFP viability, ATP luminescence, 18 h | 410,000 compounds, 0.76% hits | Potency, µM (titrated, usually from 46.1 µM), for the others: at the top dose activity change, negative = cytotoxicity, actives largely listed as cytotoxic; further: potency means the concentration at half of the fitted maximal effect; some results filed as inactive show a strong effect at the top dose
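CellTiter-Glo luminescence gave cytotoxicity after 18 hours at 37 degrees C. The cells were HepG2 CAGA-GFP in 1% FBS DMEM, stimulated with 500 pg/mL TGF-beta after compound addition. %Activity was normalised to no-cell wells (complete cell-killing) and DMSO (no toxicity), and curves were fitted and classified.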
IL1B secr inh: inhibitors of inflammasome signaling (IL-1 beta secretion). THP-1 LPS/ATP IL-1B secretion, AlphaLISA, 16 h; stronger effect = lower value. activity change, % at 57.5 µM. 360,000 compounds, 4.7% hits. AID 743279; in the data active means activity change below about -50%; inconclusive means mostly about -30% to -49%; further: on the % scale 0 is the no-effect control and ±100 the full control effect
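THP-1 cells pretreated 1 hr with compounds (up to 57.5 uM final), then stimulated with LPS (250 ng/mL final) plus ATP (1.25 mM final); secreted IL-1B measured by AlphaLISA after 16 hr, decreased signal indicating inhibition.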
HT1080 IDH1KD tx: kills HT-1080 cells with IDH1 knockdown. Potency, µM (doses to about 46.1 µM), inactives show at the highest dose activity, negative = toxicity, actives largely listed as cytotoxic. HT-1080 IDH1 knockdown viability, ATP luminescence, 48 h. 360,000 compounds, 2% hits;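 further: potency means the concentration at half of the fitted maximal effect; 0% = DMSO wells and -100% = cell-free medium wells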
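Viability of IDH1-knockdown HT-1080 fibrosarcoma cells was assessed by CellTiter-Glo after 48 h at 37 °C with titrated compound; concentration-effect curves were classified by fit quality and response size.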
HT1080NT lethal: kills 2HG-producing HT-1080-NT fibrosarcoma cells; HT-1080-NT fibrosarcoma viability, CellTiter-Glo ATP luminescence, 48 h; Potency, µM (doses to about 46.1 µM), without a hit: top-dose activity, negative = less viability, most hits filed as cytotoxic; 360,000 compounds, 1.6% hits; AID 686970;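 further: NT is the 2HG producing partner of a matched IDH1 knockdown line; potency means the concentration at half of the fitted maximal effect; 0% = DMSO-treated cells and -100% = media-only wells without cells; nearly all actives have a fitted effect of over 55% in size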
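Luminescent CellTiter-Glo readout after 48 hours of compound exposure at 37 degrees C defined viability of HT-1080-NT cells. Activity was normalized to DMSO wells and cell-free media wells; concentration-response curves were fitted and assigned curve classes.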
KB-3-1 cytotox: kills parental KB-3-1 adenocarcinoma cells. KB-3-1 viability, CellTiter-Glo ATP luminescence, 72 h. Potency, µM (top dose mostly 46.1 µM), for the others: at the top dose activity change, negative = cytotoxic, hits mostly cytotoxic. 400,000 compounds, 1.4% hits; further: potency means the concentration at half of the fitted maximal effect; on the % scale 0 is the no-effect control and ±100 the full control effect; nearly all actives have a fitted effect of over 60% in size
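Cytotoxicity in the drug-sensitive parental line KB-3-1 was scored as loss of CellTiter-Glo luminescence following 72 h incubation with compound. Values come from curve fitting of normalized concentration-response data.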
SW480 rerep: DNA re-replication induction in SW480 cells | SW480 DNA re-replication, Hoechst DNA content imaging, 48 h | Potency, µM (top dose mostly 46.1 µM), without a hit: top-dose re-replication activation, most hits filed as activators | 340,000 compounds, 1.8% hits | AID 624297; further: potency means the concentration at half of the fitted maximal effect; % of control where 0% means no effect; nearly all actives have a fitted effect of over 55% in size
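Compounds, transferred as 23 nL by pin tool, were incubated with cells for 48 hr; DNA content per nucleus was then quantified by Hoechst staining and fluorescence plate imaging.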
* hit, by the source's call; i = inactive; ? = inconclusive; / = not tested or not shown; [ ] = dose if it differs, or a comment. Unless noted, the call rests on the fitted dose curve; in most records, active means well fitted curve in the direction sought with a large enough effect; inconclusive means small, poorly fitted or top-dose-only effect, or another doubt; inactive means no such curve, though single readings can be large; an effect the other way counts as inactive or inconclusive.

SMILES	ATXN viability	MCF10A rerep	ATXN2 expr inh	HepG2 tox	IL1B secr inh	HT1080 IDH1KD tx	HT1080NT lethal	KB-3-1 cytotox	SW480 rerep
Cn1c(SCC(=O)N2CCc3ccccc3C2)nnc1-c1ccncc1	i	12%	-7%	-1%	23	0%	1%	2%	0%
CCOC(=O)C1=C(c2ccccc2)O/C(=C(\C(=O)OC)C(F)(F)F)S1	i	1%	-25%	-21%	-5	15%	11%	-3%	-4%
O=C(c1ccc(Br)cc1)c1cc(-c2ccccn2)c(N2CCOCC2)s1	i	?	-1%	2%	6	7%	-2%	-8%	17%
CC(C)(C)OC(=O)NCCc1nnc(SCC(=O)Nc2cccc(Cl)c2)o1	i	9%	0%	-17%	-15	14%	9%	19%	-10%
CCNC(=S)Nc1cc(-c2ccc(Cl)cc2)[nH]n1	i	1%	30%	3%	-105*	-16%	0%	-3%	-2%
COc1ccccc1C(=O)NCC(=O)N=Nc1c(O)n(C(C)C)c2ccccc12	i	0%	/	8%	-7	4%	-3%	-10%	-11%
COc1ccc2c(c1)c(CC(=O)Nc1nnc(C3CC3)s1)c(C)n2C(=O)c1ccc(Cl)cc1	?	10µM*	-3%	-8%	6	?	23µM*	?	?
COc1ccc(NC(=O)NNS(=O)(=O)c2ccc(OC)c(OC)c2)c(OC)c1	i	-1%	-16%	-49%	3	-3%	-1%	/	0%
OC[C@H]1O[C@@H](c2nc(-c3ccccc3Br)no2)[C@H](O)[C@@H]1O	i	/	-8%	-86%	0	15µM*	10µM*	7.3µM*	/
CCN1C(=O)CC(C(=O)OC)=C1C	i	1%	/	-3%	13	10%	7%	0%	0%
Cc1c(NS(=O)(=O)c2cc(C(=O)NCc3cccnc3)ccc2Cl)c(=O)n(-c2ccccc2)n1C	i	-3%	10%	-9%	25	2%	6%	-1%	0%
CC(C)Cn1c(N)c(C(=O)COC(=O)C2CCCN2C(=O)c2cccs2)c(=O)n(C)c1=O (stereo unspecified)	i	11%	-13%	4%	11	0%	-6%	/	-13%
CCN(CC)C(=O)[C@H]1C[C@H](CC(=O)NCCc2ccccn2)C(=O)N2CCc3c([nH]c4cc(-c5ccco5)ccc34)[C@]12C	?	14%	-22%	-7%	4	-1%	1%	-1%	-1%
O=C(Nc1ccc(F)cc1)c1nc[nH]c1C(=O)O	i	-1%	/	2%	14	3%	9%	0%	-32%[inhibitor]
Cc1cc(NC2CCCC2)n2nc(C)c(-c3ccccc3)c2n1	i	?	21%	-8%	-74*	-24%	-4%	10%	22%
Cc1ccc(N(C(=O)NC2CCCCC2)C2=NCCCCC2)cc1	i	?	40%[activator]	5%	16	0%	11%	7%	-27%
O=C1COc2c1ccc(O)c2O	?	-42%[inhibitor]	-8%	-12%	9	-9%	-3%	24%	12%
Cc1nnc(NC(=O)CCS(=O)(=O)c2ccccc2)s1	i	?	47%[activator]	3%	-93*	?	?	1%	?
N#Cc1ccc(OCc2c(-c3ccccc3)nnn2CC(=O)O)cc1	i	/	11%	0%	1	13%	3%	0%	/
O=C(CCC(=O)NCCO)NCCO	i	3%	2%	6%	13	29%	18%	17%	-1%
Cc1cc(C)n(-c2nnc(NCc3ccc(Cl)cc3)nn2)n1	i	19%	-9%	-103%	20	-28%	-15%	18%	12µM*
Cc1cc(NC(=O)CCCC(=O)NCc2ccccc2)no1	i	19%	-29%	-13%	-22	2%	-2%	-27%	?
O=C(CSc1nnc(-c2cccs2)o1)NCC1CN(Cc2ccccc2)CCO1 (stereo unspecified)	i	5%	2%	-16%	11	0%	4%	-2%	-14%
CC1=C(CCN2CCN(C(C)C)C(CCO)C2)C(C)(C)CCC1 (stereo unspecified)	i	-3%	-7%	7%	6	-16%	-17%	1%	2%
CCNC(=O)C(=O)NCCc1ccc(Cl)cc1	i	18%	-1%	0%	-20	9%	11%	-17%	-10%

Molecules above with an aryl thioether with sulfur outside any ring:
SMILES	ATXN viability	MCF10A rerep	ATXN2 expr inh	HepG2 tox	IL1B secr inh	HT1080 IDH1KD tx	HT1080NT lethal	KB-3-1 cytotox	SW480 rerep
Cn1c(SCC(=O)N2CCc3ccccc3C2)nnc1-c1ccncc1	i	12%	-7%	-1%	23	0%	1%	2%	0%
CC(C)(C)OC(=O)NCCc1nnc(SCC(=O)Nc2cccc(Cl)c2)o1	i	9%	0%	-17%	-15	14%	9%	19%	-10%
O=C(CSc1nnc(-c2cccs2)o1)NCC1CN(Cc2ccccc2)CCO1 (stereo unspecified)	i	5%	2%	-16%	11	0%	4%	-2%	-14%

Other compounds follow.
SMILES	ATXN viability	MCF10A rerep	ATXN2 expr inh	HepG2 tox	IL1B secr inh	HT1080 IDH1KD tx	HT1080NT lethal	KB-3-1 cytotox	SW480 rerep
CC(=O)c1cccc(NC(=O)N2C3CCCC2CC(NC(=O)C2CC2)C3)c1 (stereo unspecified)	i	2%	2%	-20%	24	-3%	-3%	-3%	-4%
CCCOc1ccc(-c2nonc2NC(=O)c2oc3ccc(C)cc3c2C)cc1OCCC	i	/	-6%	-5%	/	/	/	-1%	/
O=C(COc1ccc(Cl)cc1Cl)Nc1ccc(CN2CCOCC2)cc1	i	8%	-25%	-14%	?	?	-17%	6%	?
CCNC(=O)COc1ccc(Br)cc1Cl	i	3%	12%	-17%	-21	-4%	-2%	-23%	-19%
O=C(NNC(=O)c1c(F)cccc1F)c1sccc1-n1cccc1	i	5%	-26%	-16%	2	1%	0%	3%	-3%
Cc1cccc(CN2CCc3c([nH]c4ccccc34)C2CC(C)C)n1 (stereo unspecified)	i	18µM*	-10%	-15%	?	?	-14%	-24%	?
CCCCn1c(N)c(N(CCOC)C(=O)CN2c3ccccc3CC2C)c(=O)[nH]c1=O (stereo unspecified)	/	2%[9.22 µM]	-9%	-1%	31	-1%	5%	11%	0%
O=C(CSc1nnc(-c2ccc(OC(F)F)cc2)o1)NCc1cccs1	i	-12%	13%	-7%	-11	4%	6%	-31%	-2%
O=C(CCC(=O)N1CCCC(Nc2ccccc2)C1)c1ccc(F)cc1 (stereo unspecified)	i	?	5%	1%	4	-2%	5%	-3%	2%
O=C(CCn1c(=S)[nH]c2cc3c(cc2c1=O)OCO3)NCc1cccc(Cl)c1	i	?	-7%	-6%	0	?	-1%	-2%	?
COc1ccc(N2CCN(C(=O)CN=C3NS(=O)(=O)C(c4ccc(C)cc4)=C3C)CC2)cc1	i	-2%	0%	31%	-2	2%	11%	5%	-5%
C[C@]12c3[nH]c4ccccc4c3CCN1C(=O)C(CC(=O)NCc1cccc(C(F)(F)F)c1)C[C@@H]2C(=O)N1CCCCC1 (stereo partly specified)	?	?	0%	-17%	-66*	?	-30%	0%	-35%
COc1ccc(-c2ccnc3nc(Sc4ncc(C(F)(F)F)cc4Cl)nn23)cc1	i	-2%	-7%	-8%	-27	?	?	12%	6%
CC(=O)c1c(N2CCN(c3cccc(Cl)c3)CC2)nc(=S)n(-c2ccccc2)c1C	i	-4%	-5%	-5%	-102*	-29%	-5%	-7%	-2%
COc1ccc(CC(=O)OCC(=O)Nc2ccc(C(=O)Nc3ccc(OC)cc3)cc2)cc1	i	1%	/	2%	3	1%	-3%	?	-23%
C#CCOCCOCCOCCNc1nc(N2CCN(C(=O)[C@H](Cc3ccc(O)cc3)n3cc(C(N)CC(C)C)nn3)CC2)nc(N2CCN(C(=O)[C@H](CCC(=O)O)n3cc(C(N)[C@H](C)CC)nn3)CC2)n1 (stereo partly specified)	i	8%	-1%	23%	11	10%	12%	6%	-1%
COc1ccccc1NC(=O)Cc1noc(CSc2nnc(C)n2C)n1	i	0.65µM*	-7%	-3%	-11	1%	8%	-4%	2%
CCCCCn1c(=NC(C)=O)c(C#N)cc2c(=O)n3ccccc3nc21	/	?	3%	-8%	14	10%	20%	0%	?
CC1CC1C(=O)Nc1nc2ccc(Cl)cc2s1 (stereo unspecified)	?	9%	35%[activator]	-51%	21	-6%	-19%	-28%	3%
Cc1cc(NC(=O)c2coc(=O)c(Br)c2)ccc1C(C)C	?	?	?	-71%	/	21µM*	?	-1%	?
C=CCn1c(-c2ccccc2)nc(=S)c2c1CC(C)(C)OC2	/	2%	/	9%	-20	0%	0%	-6%	-5%
O=C(N/N=C1/C(=O)c2cccc3cccc1c23)c1ccc(Cl)cc1	/	?	?	0%	0	-2%	6%	?	?
CCC(C)[C@H](NC(=O)Nc1ccc(S(N)(=O)=O)cc1)C(=O)OC (stereo partly specified)	i	-5%	-2%	0%	2	22%	-1%	10%	-10%
COc1ccc(-n2c(=O)c3c4c(sc3n(C)c2=O)CN(C(C)=O)CC4)cc1	i	/	2%	-4%	/	/	/	-1%	/
CC1CCN(CC(=O)NCc2ccco2)CC1	i	-1%	-8%	-1%	0	25%	10%	-7%	-4%
SMILES	ATXN viability	MCF10A rerep	ATXN2 expr inh	HepG2 tox	IL1B secr inh	HT1080 IDH1KD tx	HT1080NT lethal	KB-3-1 cytotox	SW480 rerep
CC(=O)c1ccc(NC(=O)CSc2nnc(C3CC3)n2C)cc1	i	-3%	2%	-9%	-10	-11%	-1%	-2%	4%
CC(=O)c1ccc(S(=O)(=O)N2CCC(NC(=O)Nc3cccc(F)c3)CC2)cc1	i	8%	-8%	-5%	-28	0%	-16%	4%	-2%
Cc1cccc2nc(COc3ccc4ccccc4c3Br)cn12	i	?	15%	-44%	66	-10%	-18%	?	6%
COCCn1c(Cc2ccccc2)nnc1SCC(=O)N1CCOCC1	i	-1%	-2%	-28%	-9	13%	8%	4%	-3%
Cn1c(=O)c2c(nc(SCC(=O)Nc3ccccc3F)n2Cc2ccccc2F)n(C)c1=O	i	/	-2%	1%	/	/	/	-2%	/
O=C(CCCn1c(=O)oc2ccccc21)Nc1ccccc1	i	-1%	66%[activator]	-13%	-19	11%	9%	1%	-10%
O=C(Nc1ccccc1N1CCOCC1)c1cc(-c2ccncc2)nc2ccccc12	?	18%	-35%	12%	-7	-26%	-26%	15%	8%
COc1ccc(-c2cc(=O)[nH]c(N3CCN(Cc4ccccc4)CC3)n2)cc1	i	9%	1%	3%	-7	-2%	-3%	1%	3%
